MBD2 inh = inhibitors of human MBD2 binding to methylated oligonucleotide; Q9UBB5; TR-FRET; inhibition, % at 4.4 µM; hit rate 0.31% among 370,000; in the data active = inhibition above about 13%
ARFGAP1 inh = inhibits rat ARF GTPase activating protein 1. Arfgap1-stimulated ARF1 GTP hydrolysis, GDP FP detection. AID 651572. Q62848. inhibition, % at 16.5 µM. hit rate 0.26% among 360,000;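 active = inhibition above a per-plate limit, mean inhibition of low control wells plus 3 SD, cut at about 25% in these data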;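 note: 0% = DMSO wells with enzyme and 100% = wells lacking Arfgap1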
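material = rat Arfgap1 catalytic domain, aa 1-136 | also added = human ARF1(Δ1-17)-GTP substrate | compound dosing = one concentration, 16.5 µM, DMSO 1.26% | times = GTP hydrolysis reaction 2 h at 25 °C | measured by = FP, GDP Alexa 633 tracer displaced from anti-GDP antibody, 620/688 nm | evaluation = percent inhibition of Arfgap1-stimulated GTP hydrolysis | replication = single well per compound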
DDE Tn7 FP inh = disrupts Tn7 cyclic peptide binding to fibrin D-Dimer-E complex. inhibition, % at 8.3 µM. P02675. FP displacement of FITC-Tn7 peptide from fibrin DD(E); 0% = median of compound wells per plate. hit rate 0.13% among 370,000;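 active = inhibition above the mean of compounds falling within the control limits plus 3 SD of them, cut at about 14% in these data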;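 note: 0% = plate median of compound wells and 100% = 10 µM Aha-Tn7 peptide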
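System: human fibrin DD(E); quantity: Fibrin-DD(E) at 2 µM final; also added: fluorescent Tn7 probe at 0.1 µM; compound dosing: single nominal test concentration of 8.3 µM per compound; schedule: 10 min preincubation, 3 h with tracer, room temperature; detection: fluorescence polarization of the labelled Tn7 tracer; repeats: one replicate per compound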
ADAM17 inh = ADAM17 inhibition, QFRET primary screen; P78536; AID 720648; hit rate 0.83% among 370,000; inhibition, % at 6.95 µM; recombinant ADAM17, EDANS/DABCYL FRET peptide cleavage;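 active = inhibition above the mean of compounds lying between control limits plus 3 SD, set per campaign, cut at about 8.5% in these data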;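 note: 0% = DMSO-only wells as the low control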
PLC-beta3 inh = blocks human PLC-beta3 enzyme activity; Q01970; Purified PLC-beta3, fluorogenic substrate, fluorescence; inhibition, % at 12.2 µM; hit rate 0.18% among 370,000; AID 720704; in the data active = inhibition above about 11%;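 note: 0% = median of compound wells on plate and 100% = full blocker control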
ASAP1 inh = inhibitors of human ASAP1 ArfGAP activity; ASAP1-stimulated ARF1 GTP hydrolysis, GDP FP detection; inhibition, % at 16.5 µM; hit rate 0.19% among 360,000; in the data active = inhibition above about 25%;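 note: 0% = vehicle with enzyme and substrate and 100% = no enzyme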
KLK7 zymogen act = activators of human kallikrein-7 zymogen | P49862 | purified proKLK7, EDANS-DABCYL substrate fluorescence; 100% is mature enzyme control, 0% vehicle | activation, % at 7 µM | hit rate 0.9% among 370,000 | AID 652039;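 active = activation above the mean of all tested compounds plus 3 SD, computed per campaign excluding outliers beyond control limits, cut at about 13% in these data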
Tn6 DDE FP = disrupts Tn6 cyclic peptide binding to fibrin D-Dimer-E complex. P02675. Fibrin DD(E) TRITC-Tn6 fluorescence polarization displacement. inhibition, % at 8.3 µM. hit rate 0.21% among 370,000. AID 720509;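 active = inhibition above a per-campaign cutoff: mean of compounds within control limits plus 3 SD, cut at about 15% in these data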;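 note: 0% = median of all compound wells on the plate and 100% = blocking peptide control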
UHRF1 MBD2 ctr = blocks human UHRF1 binding to methylated DNA. inhibition, % at 4.4 µM. hit rate 0.75% among 370,000. Q96T88. UHRF1 binding to methylated oligo, TR-FRET; in the data active = inhibition above about 21%;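 note: UHRF1 SRA domain binding a hemimethylated CpG hairpin DNA probe; 0% = median of test compound wells and 100% = reference inhibitor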
PLCg1 inh = inhibitors of human phospholipase C gamma1. P19174. hit rate 0.84% among 370,000. purified PLC-gamma1, fluorogenic substrate, fluorescence. inhibition, % at 12.2 µM; in the data active = inhibition above about 9.5%
Target sequence (P19174 whole entry, looked up): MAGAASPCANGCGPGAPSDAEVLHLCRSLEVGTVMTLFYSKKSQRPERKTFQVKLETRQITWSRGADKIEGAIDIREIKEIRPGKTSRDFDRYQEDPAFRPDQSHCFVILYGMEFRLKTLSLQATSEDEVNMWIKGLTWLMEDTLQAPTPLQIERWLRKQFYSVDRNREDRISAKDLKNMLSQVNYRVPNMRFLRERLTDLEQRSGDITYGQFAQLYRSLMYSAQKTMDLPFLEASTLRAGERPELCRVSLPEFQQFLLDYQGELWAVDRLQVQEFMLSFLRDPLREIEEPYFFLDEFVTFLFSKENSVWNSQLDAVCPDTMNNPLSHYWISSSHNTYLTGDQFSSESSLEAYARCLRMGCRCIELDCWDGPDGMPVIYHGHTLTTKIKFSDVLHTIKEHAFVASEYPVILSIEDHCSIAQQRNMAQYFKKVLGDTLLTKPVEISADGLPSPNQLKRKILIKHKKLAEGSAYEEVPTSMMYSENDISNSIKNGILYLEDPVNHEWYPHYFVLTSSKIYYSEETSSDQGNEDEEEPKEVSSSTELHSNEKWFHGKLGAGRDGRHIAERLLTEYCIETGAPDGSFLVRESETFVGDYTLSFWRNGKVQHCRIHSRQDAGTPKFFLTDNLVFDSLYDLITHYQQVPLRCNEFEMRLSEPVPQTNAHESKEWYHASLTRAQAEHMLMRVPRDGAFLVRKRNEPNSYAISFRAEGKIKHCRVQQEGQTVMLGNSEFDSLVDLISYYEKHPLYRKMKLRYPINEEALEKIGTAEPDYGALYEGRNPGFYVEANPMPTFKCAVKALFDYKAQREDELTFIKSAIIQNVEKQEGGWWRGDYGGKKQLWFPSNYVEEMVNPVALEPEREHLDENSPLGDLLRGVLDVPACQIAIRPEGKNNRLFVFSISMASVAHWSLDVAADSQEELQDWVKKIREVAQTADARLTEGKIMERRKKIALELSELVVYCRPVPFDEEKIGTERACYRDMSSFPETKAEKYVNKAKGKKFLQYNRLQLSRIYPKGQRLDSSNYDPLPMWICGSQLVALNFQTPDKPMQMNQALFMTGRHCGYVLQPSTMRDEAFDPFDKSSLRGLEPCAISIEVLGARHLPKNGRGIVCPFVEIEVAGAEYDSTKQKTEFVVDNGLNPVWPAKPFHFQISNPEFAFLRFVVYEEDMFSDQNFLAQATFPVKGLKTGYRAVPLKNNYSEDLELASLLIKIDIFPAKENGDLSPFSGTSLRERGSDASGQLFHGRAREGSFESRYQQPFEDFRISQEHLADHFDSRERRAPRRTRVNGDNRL
Active calls of the source: *; i = inactive; . = not tested or not shown.

1: CO[C@@H]1CN(C)C(=O)c2ccc(NC(=O)C3CCC3)cc2OC[C@H](C)N(CC2CCCCC2)C[C@H]1C
2: COc1ccc(OC)c(Cc2nnc(CCC(=O)NC3C4CC5CC(C4)CC3C5)o2)c1 (configuration not stated)
3: N#Cc1cccc(C=C(C(=O)c2ccccc2)c2ccccc2)c1
4: C=CCn1c(N)c(C(=O)OCC)sc1=S
5: Cc1nc2c(Br)c(C)nn2c2c1CCC2
6: Nc1nc(-c2c[nH]c3ccccc23)cs1
screen / no.	1	2	3	4	5	6
MBD2 inh	2	-1	2	-5	5	-4
ARFGAP1 inh	0	6	-9	-5	1	5
DDE Tn7 FP inh	-2	-1	-4	7	-2	0
ADAM17 inh	1	0	3	-3	-9	-3
PLC-beta3 inh	4	1	2	2	-43	-23
ASAP1 inh	-3	2	4	-4	8	2
KLK7 zymogen act	0.9	-0.4	1.1	0.2	0.8	-0.5
Tn6 DDE FP	2	0	-2	11	1	-7
UHRF1 MBD2 ctr	1	-2	-2	-2	-1	-6
PLCg1 inh	1	8	0	3	-32	-16

7: COc1ccc(-n2c(CCc3ccccc3)nnc2SCC(=O)c2ccc(Cl)cc2)cc1
8: C[C@H](NC(N)=O)C(=O)Nc1ccc(OCc2ccccc2)cc1
9: COC(=O)c1ccc(C2NC(=O)NC(C)=C2C(=O)N(C)C)cc1 (configuration not stated)
10: COCC(=O)Nc1ccc(N2CCOCC2)c(S(=O)(=O)Nc2ccc(OC)cc2)c1
11: C=CCN(C(=O)[C@@H](C)[C@@H](O)c1ccc(Cl)cc1)c1ccccc1
12: COC(=O)c1ccc2c(=O)n(CCCCCC(=O)NC3CCCCC3)c(=O)[nH]c2c1
screen / no.	7	8	9	10	11	12
MBD2 inh	0	-1	6	-2	-4	-5
ARFGAP1 inh	2	4	-4	4	.	1
DDE Tn7 FP inh	2	2	4	-7	-7	-7
ADAM17 inh	-1	-2	-5	-4	0	-4
PLC-beta3 inh	1	0	-2	-1	0	-24
ASAP1 inh	-9	9	-11	0	.	0
KLK7 zymogen act	0.1	0.5	0.5	-0.6	0.2	-0.7
Tn6 DDE FP	-8	0	-1	0	8	2
UHRF1 MBD2 ctr	1	-2	2	0	1	-1
PLCg1 inh	-2	0	-5	2	1	-20

13: CC(C)(C)c1ccc(C(=O)N2CCCN(c3ccc([N+](=O)[O-])cn3)CC2)cc1
14: CC1CCCC(NC(=O)CN2CCN(Cc3ccc(Cl)cc3)C2=O)C1C (configuration not stated)
15: CNc1cccc2c1C(=O)c1ccccc1C2=O
16: Cc1cc(-c2ccccc2)nc(N2CCC(C(=O)NC34CC5CC(CC(C5)C3)C4)CC2)n1
17: CS(=O)(=O)N1CCCC(C(=O)NC2CCCCCCC2)C1 (configuration not stated)
18: Cc1c(-c2nc(-c3cccnc3)no2)cccc1[N+](=O)[O-]
screen / no.	13	14	15	16	17	18
MBD2 inh	3	-6	-8	0	-2	-1
ARFGAP1 inh	-4	8	-7	-1	1	2
DDE Tn7 FP inh	4	6	-2	4	1	0
ADAM17 inh	-3	-2	-1	-4	-3	1
PLC-beta3 inh	-2	-8	-12	0	0	-4
ASAP1 inh	6	4	-4	-7	4	11
KLK7 zymogen act	0.1	-0.3	-0.4	-0.7	-0.3	0.0
Tn6 DDE FP	2	0	-4	-3	1	-2
UHRF1 MBD2 ctr	1	1	4	0	1	-7
PLCg1 inh	-1	-6	-8	-2	2	-2

19: Cn1cnc(S(=O)(=O)N2C[C@@H](O)COC[C@@H]3O[C@H](CC(=O)NC4CCC4)CC[C@H]32)c1
20: COc1ccc(CC(=O)N/N=C/c2c(C)n(C)c3ccccc23)cc1OC
21: CC1CCN(CCCNC(=O)C2CC(=O)N(C3CCCCCC3)C2)CC1 (configuration not stated)
22: CCCCNC(=O)Nc1nc2ccccc2s1
23: COc1ccc(S(=O)(=O)NCCSc2ccc(Cl)cc2)cc1OC
24: COc1cccc(N(C(=O)c2nc3nccc(C)n3n2)c2nc3ccccc3s2)c1
screen / no.	19	20	21	22	23	24
MBD2 inh	2	-5	7	5	4	-4
ARFGAP1 inh	8	-11	16	-2	-4	-2
DDE Tn7 FP inh	0	0	-1	0	-4	3
ADAM17 inh	0	2	-6	-1	3	6
PLC-beta3 inh	2	2	3	-4	-1	0
ASAP1 inh	2	2	4	-2	-2	3
KLK7 zymogen act	0.4	0.9	-0.4	0.1	0.4	-0.4
Tn6 DDE FP	2	-4	-10	3	0	1
UHRF1 MBD2 ctr	3	1	0	2	13	-1
PLCg1 inh	3	9	1	-2	0	3

25: Cc1ccc(C(C)C)cc1OCCOCCN1CCCC1
26: NC(=O)c1ccccc1N=Cc1ccc2ccccc2c1
27: Cc1cccc(NC(=O)CS(=O)(=O)c2cn(C)c3ccccc23)c1
28: Cc1cc(C2=NNC(=NC3CCCCC3)SC2)c(C)n1-c1c(C)n(C)n(-c2ccccc2)c1=O
29: CCOC(=O)c1sc2nc(C)nc(N3CCN(c4ncccn4)CC3)c2c1C
30: O=C(NCCc1cccs1)c1ccc(CS(=O)Cc2ccc(Cl)cc2)o1 (configuration not stated)
screen / no.	25	26	27	28	29	30
MBD2 inh	-2	2	0	-6	7	4
ARFGAP1 inh	15	-2	-1	6	6	7
DDE Tn7 FP inh	3	-2	1	1	-1	1
ADAM17 inh	-4	-112	-2	-3	-9	-3
PLC-beta3 inh	3	-141	2	-8	-17	-7
ASAP1 inh	-3	5	3	-4	0	-1
KLK7 zymogen act	0.3	3.7	-0.5	-0.4	-0.7	-0.3
Tn6 DDE FP	0	-1	-1	0	6	-3
UHRF1 MBD2 ctr	-2	1	5	-5	6	-1
PLCg1 inh	1	-127	2	-7	1	2

31: Cn1c(C(=O)N2CCN(c3ccc([N+](=O)[O-])cc3)CC2)cc2c(=O)[nH]c3ccccc3c21
32: N#Cc1c2n(cnc1=O)CCCCC2
33: Cn1c(CSc2nnc(SCc3ccccc3)s2)nc2ccccc21
34: O=C(COC(=O)CSc1ccccc1)NCCNC(=O)COC(=O)CSc1ccccc1
35: COc1cccc(NC(=O)N(C)C[C@H]2OCc3cn(nn3)CCCC(=O)N([C@H](C)CO)C[C@@H]2C)c1
36: COc1ccc(N(CC(=O)NCCSc2ccccn2)S(C)(=O)=O)cc1
screen / no.	31	32	33	34	35	36
MBD2 inh	6	1	-1	-2	-2	-1
ARFGAP1 inh	2	-2	-5	1	17	1
DDE Tn7 FP inh	-5	1	-1	3	5	-3
ADAM17 inh	-3	-4	-1	-1	-5	-4
PLC-beta3 inh	-6	1	-8	-3	1	-1
ASAP1 inh	3	-3	10	11	10	-19
KLK7 zymogen act	0.5	-0.5	0.0	-0.5	0.1	0.0
Tn6 DDE FP	-3	4	-11	-8	6	-11
UHRF1 MBD2 ctr	0	1	4	1	1	3
PLCg1 inh	-2	3	-5	0	-2	3

37: COc1ccc(CNC(=O)COc2cccnc2[N+](=O)[O-])cc1OC
38: Cc1ccc(NCc2n[nH]c(=S)n2Cc2ccccc2)cc1Cl
39: COc1ccc(/C=N/NC(=O)c2cccnc2)cc1O
40: COC(=O)N/N=C\c1cc(Br)ccc1OCc1ccccc1
41: CC1Cc2ccccc2N1S(=O)(=O)c1ccc2c(c1)n(C)c(=O)c(=O)n2C (configuration not stated)
42: Cc1ccccc1CNS(=O)(=O)c1csc(C(N)=O)c1
screen / no.	37	38	39	40	41	42
MBD2 inh	-3	0	-4	3	14*	1
ARFGAP1 inh	-3	2	-4	20	0	2
DDE Tn7 FP inh	-3	5	-5	7	-3	-2
ADAM17 inh	-2	4	-1	4	2	-1
PLC-beta3 inh	-5	-11	-9	-6	4	-8
ASAP1 inh	7	4	0	-6	10	3
KLK7 zymogen act	0.0	0.2	0.1	0.3	0.2	-0.1
Tn6 DDE FP	-1	-1	-7	-3	-2	2
UHRF1 MBD2 ctr	0	0	-1	5	4	2
PLCg1 inh	0	0	-4	-3	9.6*	0

43: Cc1noc(C(=O)NC2CCCCC2)c1Cl
44: COc1cc(C2Nc3ccc4ccccc4c3C3=C2C(=O)CC(C)(C)C3)ccc1OC(C)C(=O)O (configuration not stated)
45: O=C(CN(C(=O)c1csnn1)c1ccc(Br)cc1)NC1CCCC1
46: CCC(=O)N=c1sc2c(C)cc(C)cc2n1CC(=O)OC
47: Cc1cc(C)c2c(=O)[nH]c(SCc3ccccc3C)nc2n1
48: COC(=O)c1cc(NCc2ccccc2F)ccc1N1CCOCC1
screen / no.	43	44	45	46	47	48
MBD2 inh	-1	4	2	8	-1	2
ARFGAP1 inh	-5	0	4	0	-2	-4
DDE Tn7 FP inh	1	0	3	4	5	2
ADAM17 inh	-1	i	0	-4	-3	-14
PLC-beta3 inh	-5	i	-2	-3	0	-83
ASAP1 inh	-4	5	6	-2	5	-9
KLK7 zymogen act	-0.7	24*	0.0	0.3	-0.4	-2.1
Tn6 DDE FP	-4	-9	-5	0	3	-8
UHRF1 MBD2 ctr	-1	1	-1	4	-1	-1
PLCg1 inh	0	i	1	3	-1	-59

49: Cc1cccc(NC(=O)[C@@H]2CCCN2C2=NS(=O)(=O)c3ccccc32)c1C
50: Cn1c(SCc2nnc3n2CCCCC3)nc2ccccc21
51: CC(C)c1ccc(NC(=O)COC(=O)[C@@H]2CCCN2C(=O)c2cccs2)cc1
52: O=C(O)c1cccnc1Cl
53: CCOC(=O)Cn1nc(C)cc1NC(=O)c1cccnc1
54: COc1ccc(NC(=O)CSc2nnc3ccc(-c4ccccn4)nn23)cc1OC
screen / no.	49	50	51	52	53	54
MBD2 inh	2	0	-5	-1	-2	-5
ARFGAP1 inh	-3	-6	-18	-5	-7	6
DDE Tn7 FP inh	6	3	7	0	-2	-15
ADAM17 inh	1	-4	4	-1	-3	-2
PLC-beta3 inh	-4	-1	-9	6	-2	-5
ASAP1 inh	7	-10	6	-1	-10	-2
KLK7 zymogen act	0.1	-0.4	0.4	1.2	0.1	0.2
Tn6 DDE FP	-7	-3	-4	3	-3	0
UHRF1 MBD2 ctr	1	3	3	-3	2	-1
PLCg1 inh	0	0	-3	-1	1	4

Compound activity: PubChem BioAssay, The Scripps Research Institute Molecular Screening Center
